GLP-1R agonist: qHTS of GLP-1 Receptor Agonists; Glucagon-like peptide 1 receptor (Homo sapiens), P43220; HEK293 GLP-1R CRE-luciferase, luminescence, 4-6 h; cells express a hypersensitive GLP-1R form; Potency, µM (series often up to 45.6 µM), without a hit: top-dose activation, actives largely listed as activators; 0.007% of 380,000 active; AID 624172, 2012; note: potency is the fitted concentration of half-maximal effect; % of control where 0% means no effect
HEK293 tox: qHTS of GLP-1 Receptor Inverse Agonists: Cytotox Screen; HEK293 cAMP-luciferase reporter cells, luminescence, 24 h; Potency, µM (top dose mostly 38.3 µM), for inactives: at the highest dose activity change, negative = inhibition, actives largely listed as inhibitors; 0.13% of 410,000 active;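 note: loss of luciferase light is scored as toxicity; potency is the fitted concentration of half-maximal effect; % is set by controls: 0 for no effect and ±100 for the full control effect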
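1536-well qHTS counterscreen of the MLSMR; 200 cells/uL, 12 h pre-incubation, 23 nL cpd, 24 h at 37 deg C 5% CO2, luciferase detection reagent, 12 min RT, luminescence. Inhibition = undesired.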
DRD3 antagonist: qHTS of D3 Dopamine Receptor Antagonist: qHTS; 2.5% of 360,000 active; AID 652054, 2013; D3R cells, DiscoveRx beta-arrestin luminescence, antagonist mode; stronger effect = lower value; max response, negative = inhibition, %; D(3) dopamine receptor (Homo sapiens), P35462; in the data active = max response below about -50%; inconclusive = no clear call, values can overlap the other calls; note: % is set by controls: 0 for no effect and ±100 for the full control effect; mostly tested at two doses, the higher about 12 µM
Target sequence (P35462 whole entry, looked up): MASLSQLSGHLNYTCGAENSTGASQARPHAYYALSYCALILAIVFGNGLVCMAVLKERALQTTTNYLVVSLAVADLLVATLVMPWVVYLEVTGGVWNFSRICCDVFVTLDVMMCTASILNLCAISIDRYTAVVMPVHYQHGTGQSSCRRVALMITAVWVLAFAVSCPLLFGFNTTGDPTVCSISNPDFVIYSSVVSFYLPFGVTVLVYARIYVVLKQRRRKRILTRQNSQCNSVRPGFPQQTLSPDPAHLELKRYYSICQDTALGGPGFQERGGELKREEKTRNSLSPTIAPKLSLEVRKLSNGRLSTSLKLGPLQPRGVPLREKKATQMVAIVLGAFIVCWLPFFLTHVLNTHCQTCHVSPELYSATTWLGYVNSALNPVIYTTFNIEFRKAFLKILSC
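Cells plated overnight at 1500 cells/well, then exposed to library compounds with dopamine controls for 90 minutes at 37 degrees C. DiscoveRx reagent added for 30–60 minutes at room temperature; luminescence read, quantitative HTS format.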
TDP43 rescue: qHTS of TDP-43 Inhibitors | TDP-43 expressing yeast growth rescue, BacTiter-Glo, 24 h | 1.8% of 410,000 active | Potency, µM (top dose mostly 46.1 µM), without a hit: top-dose growth rescue (activation), most hits filed as activators | AID 652104, 2013; note: potency is the fitted concentration of half-maximal effect; % of control where 0% means no effect; nearly all actives have a fitted effect of over 50% in size
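Growth rescue of TDP-43-toxic yeast measured as ATP luminescence (BacTiter-Glo). Cells grown to mid-log in raffinose, induced in galactose at OD600=0.02, exposed to compound 24 hr at 30 deg C.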
DRD3 agonist: qHTS of D3 Dopamine Receptor Agonist: qHTS; max activation, %; 0.58% of 410,000 active; D3R DiscoveRx beta-arrestin cells, luminescence, 90 min; D(3) dopamine receptor (Homo sapiens), P35462; in the data active = max activation above about 30%; note: 0% is about no effect; mostly tested at two doses, the higher about 12 µM
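Agonist-mode cell screen: cells plated at 1500/well and incubated overnight at 37 °C, then exposed to library compounds for 90 min at 37 °C. Detection reagent was added for 30–60 min at room temperature, and luminescence was read.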
aSyn yeast inh: qHTS of alpha-syn Inhibitors | Yeast expressing alpha-synuclein, growth rescue, BacTiter-Glo, 24 h | Potency, µM (highest dose often 46.1 µM), inactives show at the highest dose growth rescue (activation), hits mostly activators | 0.14% of 370,000 active | AID 652106, 2013; note: potency is the fitted concentration of half-maximal effect; % of control where 0% means no effect; nearly all actives have a fitted effect of over 65% in size
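Screening used galactose-induced yeast with toxic alpha-synuclein levels, exposed to compound for 24 hr at 30 deg C. Cell growth, read with BacTiter-Glo luminescence, gave the measured signal.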
KB-V1 cytotox: qHTS assay for MDR1-selective chemotherapeutics: Primary screen using the drug-selected MDR subline cells KB-V1; AID 1347076, 2019; Potency, µM (highest dose often 46.1 µM), for the others: at the highest dose activity change, negative = cytotoxicity, usual class: cytotoxic; KB-V1 MDR cells viability, CellTiter-Glo, 72 h; 3.4% of 400,000 active; note: potency is the fitted concentration of half-maximal effect; % is set by controls: 0 for no effect and ±100 for the full control effect; nearly all actives have a fitted effect of over 60% in size
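Potencies derive from concentration-effect curves fitted to normalized luminescence (CellTiter-Glo) of KB-V1 cells treated for 72 h at 37 degrees C in phenol-red-free DMEM containing 10% FBS.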
PTHR1 ag: qHTS for PTHR1 Agonists: Primary Screen; Parathyroid hormone/parathyroid hormone-related peptide receptor (Homo sapiens), Q03431; HEK293 GP2 PTHR1 cells, GloSensor cAMP luminescence, 1 h; Potency, µM (highest dose often 115 µM), inactives show top-dose activation, hits mostly activators; 0.075% of 410,000 active; note: potency is the fitted concentration of half-maximal effect; nearly all actives have a fitted effect of over 55% in size; some results filed as inactive show a strong effect at the top dose; inactives centre near -15; many of its hits are not listed in these tables
Target sequence (Q03431 whole entry, looked up): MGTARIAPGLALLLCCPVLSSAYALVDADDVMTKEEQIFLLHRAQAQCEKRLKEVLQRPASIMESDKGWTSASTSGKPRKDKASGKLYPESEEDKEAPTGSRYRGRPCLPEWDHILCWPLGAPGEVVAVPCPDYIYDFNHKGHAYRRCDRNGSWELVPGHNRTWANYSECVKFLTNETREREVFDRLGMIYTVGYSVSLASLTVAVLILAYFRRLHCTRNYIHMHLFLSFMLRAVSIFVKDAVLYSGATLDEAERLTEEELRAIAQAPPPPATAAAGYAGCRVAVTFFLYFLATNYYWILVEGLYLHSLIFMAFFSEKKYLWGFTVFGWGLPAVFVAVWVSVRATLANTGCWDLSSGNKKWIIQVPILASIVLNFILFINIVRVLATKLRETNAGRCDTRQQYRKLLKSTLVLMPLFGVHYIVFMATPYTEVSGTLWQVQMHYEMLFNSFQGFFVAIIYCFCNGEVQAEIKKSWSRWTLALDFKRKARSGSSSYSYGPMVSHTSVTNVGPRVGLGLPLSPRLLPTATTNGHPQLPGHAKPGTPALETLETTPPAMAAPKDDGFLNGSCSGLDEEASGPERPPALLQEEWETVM
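HEK-293-derived GP2 cells expressing PTHR1 and a GloSensor cAMP reporter, 3,000/well, plated overnight, given luciferin plus IBMX (each 0.5 mM as added) for 1 h at 37 °C, then compound for 1 h at 37 °C. Luminescence was read after 15 min at room temperature.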
GLP1R inv ag: qHTS of GLP-1 Receptor Inverse Agonists (Inhibition Mode); HEK293 GLP-1R CRE-luciferase, luminescence, 24 h; GLP-1R form is constitutively active; Potency, µM (titrated, usually from 38.3 µM), for the others: at the highest dose activity change, negative = inhibition, actives largely listed as inhibitors; 1.6% of 410,000 active; note: potency is the fitted concentration of half-maximal effect; % is set by controls: 0 for no effect and ±100 for the full control effect; nearly all actives have a fitted effect of over 55% in size
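Inverse agonism was detected as reduced cAMP-driven luciferase luminescence after 24 h compound treatment. The cells were HEK293 clones expressing constitutively active human GLP-1R with the reporter. Reporter-only and GPR119 cell lines served as counterscreen controls.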
* hit, by the source's call; i = inactive; u = inconclusive; x = no result given; & = joins results of further samples; [ ] = another dose, or the depositor's remark. Unless noted, calls come from the whole dose curve; as a rule, active = well fitted curve in the direction sought with a large enough effect; inconclusive = small, poorly fitted or top-dose-only effect, or another doubt; inactive = no such curve, though single readings can be large; an effect the other way counts as inactive or inconclusive. Some of the compounds tested (hit frequency here may not be typical).

SMILES	GLP-1R agonist	HEK293 tox	DRD3 antagonist	TDP43 rescue	DRD3 agonist	aSyn yeast inh	KB-V1 cytotox	PTHR1 ag	GLP1R inv ag
CN1CCN(CC(=O)Nc2ccc(OC(F)(F)F)cc2)CC1	-2.2%	1.9%	3.4	-20.9%	3.5	-0.6%	0.0%	-45.2%[inhibitor]	u
CC(=O)c1cn(CC(=O)NCc2ccc3c(c2)OCO3)c2ccccc12	0.3%	-10.8%	24.9	-12.3%	-3.7	u	u	-84.0%[inhibitor][57.5 µM]	-2.7%
COc1ccc(CNC(=O)COC(=O)CCC2CCCCC2)cc1	-6.1%	-7.8%	-8.4	u	3.8	-9.6%	4.6%	i	1.8%
CC(C)Cn1cnc2c(=O)oc3ccccc3c21	14.5%	-1.2%	-13.5	-7.3%	-9.0	-0.9%	-19.1%	u	33.3%[activator]
O=S1(=O)[C@H]2C[C@@H]3C=C[C@@]2(CN1Cc1cccc(Cl)c1)O3	2.6%	2.6%	0.0	9.7%	7.0	1.1%	14.4%&-5.5%	-11.7%	14.0%
O=C(NCc1ccc(F)cc1)C(c1ccco1)N(C(=O)c1csnn1)c1ccccc1 (stereo unspecified)	4.8%	2.2%	7.1	-15.4%	49.0*	-1.1%	-16.6%	i	-8.7%
COc1ccc(C2=CC(=O)CCC2)cc1	4.0%	2.0%	8.5	28.1%	-6.8	6.1%	u	-37.6%[inhibitor]	16.8%
COc1cccc(/C=N/Nc2cc(-n3nc(C)cc3-c3ccccc3)ncn2)c1O	-32.8%[inhibitor]	2.24µM*	23.6	u	38.3*	1.3%	u	-31.6%	3.55µM*
Brc1ccccc1Cn1c(-c2cscn2)nc2ccccc21	0.7%	1.0%	13.6	u	6.6	-6.8%	-12.8%	-12.2%	-30.0%
O=C(NC1CCCCCC1)c1cc2n(n1)C(C(F)(F)F)CC(c1ccco1)N2 (stereo unspecified)	13.0%	0.7%	3.6	-0.7%	2.1	-0.1%	-1.3%	-4.1%[57.5 µM]	u
Cc1cc(OCc2cc(C(=O)N(C)C(C)c3ccccn3)no2)cc(C)c1Cl (stereo unspecified)	5.2%	-4.4%	20.0	22.4µM*	16.8	2.1%	u	-21.8%	u
CC1NC(=S)N(Cc2ccccc2)C1=O (stereo unspecified)	9.0%	-14.1%	11.4	2.4%	5.6	3.5%	-22.2%	i	u
CN(C)S(=O)(=O)N1CCN(c2ccc([N+](=O)[O-])c(N3CCCCC3)c2)CC1	9.7%	-0.5%	14.2	-8.1%	1.3	8.1%	0.0%	-0.6%	72.1%[activator]
CCn1c(C)nc2cc(C(=O)NNC(=S)Nc3ccccc3OC)ccc21	0.2%	2.0%	-0.9	19.9%	3.3	0.0%	-5.0%	i	26.3%
CC(=O)c1cccc(NC(=O)C(=O)Nc2cccc3ccccc23)c1	2.5%	3.4%	4.6	-6.2%[9.22 µM]	2.1	1.9%	-22.0%	i	21.6%
O=C(O)c1ccccc1C(=O)c1ccc(F)c(F)c1	-0.9%	-2.0%	15.8	9.0%	1.1	9.2%	14.2%	-11.3%	-2.7%
CCN(CC)C(=O)C(Sc1ccccc1)c1ccccc1 (stereo unspecified)	2.8%	-5.3%	6.3	8.6%	-1.3	8.1%	u	-28.7%	0.0%
COc1cc(C(=O)NCc2nnc(SCC(=O)Nc3c(C)cc(C)cc3C)o2)cc(OC)c1OC	0.5%	-1.0%	3.4	6.8%	2.1	0.4%	43.7%	i	-11.5%
O=C(CCCSc1nc(-c2ccco2)cc(C(F)(F)F)n1)Nc1ccc2c(c1)OCO2	4.2%	-4.1%	5.5	2.5%	3.0	4.8%	-14.1%	i	10µM*
CC(=O)Nc1cc2c3ccccc3ccc2c2ccccc12	-0.6%	-7.3%	-23.9	4.1%	-7.9	-8.8%	0.0%	-42.9%[inhibitor]	1.1%
COc1ccc(-c2c(-c3ccsc3)oc(=O)c3cc(OC)c(OC)cc23)cc1	-4.8%	3.2%	60.7	29.6%	39.2*	-7.6%	9.2%	i	22.0%
O=C1C=CN(Cc2ccccc2)CC1	-1.2%	19.7%	19.7	-10.7%	12.0	0.6%	-14.0%	-35.0%[inhibitor]	17.8%
O=C(CSc1nnc(-c2ccccc2O)o1)Oc1ccc(OCc2ccccc2)cc1	0.4%	11.0%	-18.7	-12.1%	-1.7	0.1%	-6.6%	i	-2.3%
COc1ccc(-c2csc(NC(CO)c3nc4ccccc4n3CCCO)n2)cc1 (stereo unspecified)	18.4%	10.8%	19.1	21.7%	4.5	-6.5%	-6.3%	-32.5%[inhibitor]	-2.3%
O=C(O)c1ccc(S(=O)(=O)Nc2ccc3c(c2)OCCO3)cc1	-11.7%	9.4%	4.5	1.6%	16.3	2.9%	u	i	4.3%
COc1ccc(-n2nc(C(=O)NCC(=O)N3CCN(Cc4ccc5c(c4)OCO5)CC3)c3ccccc3c2=O)cc1OC	11.1%	-25.0%	18.2	7.6%	-3.3	4.6%	-21.3%	-9.5%	-24.6%
COc1ccc(CCNC(=O)NC2CCCCC2)cc1	2.5%	5.4%	0.2	u	0.6	0.8%	11.2%	-8.7%[57.5 µM]	-20.9%
CC(C)C[C@@H](C(=O)NCc1ccco1)N1C(=O)N2CCc3c([nH]c4ccccc34)[C@@]2(C)C1=O	-0.7%	3.7%	-20.3	2.8%	-4.9	-28.5%	u	-14.9%	10µM*
COc1cc2[nH]c(C)c(-c3ccccc3)c(=O)c2cc1Cl	2.4%	-6.6%	0.0	8.8%	-12.0	6.0%	-67.3%	u	-4.3%
CC(=O)N1CCN(c2csc3ccc(Cl)cc3c2=O)CC1	x	2.0%	x	-92.5%[inhibitor]	5.6	x	-0.2%	i	11.3%
Clc1ccc(Oc2nc(N3CCOCC3)nc(N3CCOCC3)n2)c(C2CCCCC2)c1	-1.9%	6.3%	4.9	-15.9%	0.9	-6.5%	0.0%	-5.9%	0.0%
CCCN(C(=O)CSc1nnc(-c2ccncc2)n1CCC)c1c(N)n(Cc2ccccc2)c(=O)[nH]c1=O	-4.8%	-5.0%	9.4	20.1%	0.2	-1.2%	14.7%	i	4.4%
Cn1c(-c2cc3ccc(OC(=O)C(C)(C)C)cc3oc2=O)nc2ccccc21	-5.4%	i	37.1	0.0%	8.7	-3.6%	-0.3%	-8.6%[57.5 µM]	0.0%
CS(=O)(=O)N1CCN(c2ccccc2NC(=S)NC(=O)c2ccccc2[N+](=O)[O-])CC1	14.6%	-0.9%	5.8	27.1%	8.5	-2.3%	u	-28.1%	u
NC(=O)C1CCN(C(=O)c2cc3c(s2)CCCC3)CC1	9.9%	5.9%	-2.7	-0.4%	1.6	0.4%	-4.8%	-23.3%	117.5%[activator]
CC(C)Oc1ccc(CNC(=O)c2cnc3sc(N4CCCCCC4)nn3c2=O)cc1	x	2.1%	x	16.2%	4.5	x	x	i	7.7%
CN(CC(=O)Nc1ccccc1Cl)C(=O)COC(=O)/C=C/c1cccs1	1.6%	5.2%	-0.5	14.1%	-16.4	-0.3%[1.84 µM]	0.0%	i	-3.8%
CCN(CC)C(=O)c1cccc2nc3ccccc3nc12	-4.4%	-17.4%	-8.2	2.7%	-0.1	1.1%	-24.2%	i	2.5%
Cc1cccc(NC(=O)N(Cc2nc3ccccc3c(=O)[nH]2)C2CCCC2)c1	0.8%	-22.0%	-2.1	14.6%	-0.4	-4.1%	-2.7%	i	u
COc1ccc(Cn2c(CCC(=O)Nc3ccc(Br)c(C)c3)nc3cccnc32)cc1	x	29.4%	x	u	2.0	x	-22.4%	-36.4%[inhibitor]	u
O=c1[nH]c2c(s1)C=Nc1ccccc1N2	2.5%	5.4%	8.2	-21.4%	-5.9	-12.1%	23.3%	-5.1%[57.5 µM]	0.0%
COc1ccc2c(ccc[n+]2[O-])c1	4.2%	11.5%	2.4	-18.4%	9.6	1.1%	6.0%	i	8.7%
Cn1c(=O)c2c(ncn2CC(=O)N/N=C/c2ccc(Br)s2)n(C)c1=O	-0.2%	8.1%	2.9	-17.0%	-3.0	-4.3%	-2.6%	i	15.1%
CC(=O)c1cccc(-c2ccnc3c2CC(C(=O)N2CCN(C)CC2)O3)c1 (stereo unspecified)	-0.8%	1.0%	20.4	11.1%	7.0	5.3%	-4.1%	-10.2%	18.8%
COc1cc(OC)c(C=NNC(=S)NC23CC4CC(CC(C4)C2)C3)c(OC)c1	-14.0%	u	u	u	-12.2	6.4%	5.17µM*	i	u
COCc1cc(C)nc(OCC(=O)N/N=C/c2ccc(C)o2)c1C#N	-2.6%	1.4%	14.3	14.7%	13.7	1.8%	-7.5%	-9.4%	4.3%
COc1ccc(CCNC(=O)CNCC2CCCCC2)cc1OC	18.6%	-9.9%	2.4	0.6%	0.3	-8.7%	9.4%	i	-2.8%
C=CCC1(N(C(C)=O)c2ccccc2)CCCCC1	-0.5%	9.2%	u	8.0%	-4.0	-0.2%	-1.8%	i	7.6%
Cc1ccc(S(=O)(=O)c2cc(O)ccc2O)cc1C	3.0%	5.3%	-2.2	15.0%	2.3	-5.4%	-14.7%	-10.5%	-14.1%

Looked up one by one from above (2):
SMILES	GLP-1R agonist	HEK293 tox	DRD3 antagonist	TDP43 rescue	DRD3 agonist	aSyn yeast inh	KB-V1 cytotox	PTHR1 ag	GLP1R inv ag
C=CCC1(N(C(C)=O)c2ccccc2)CCCCC1	-0.5%	9.2%	u	8.0%	-4.0	-0.2%	-1.8%	i	7.6%
O=c1[nH]c2c(s1)C=Nc1ccccc1N2	2.5%	5.4%	8.2	-21.4%	-5.9	-12.1%	23.3%	-5.1%[57.5 µM]	0.0%

Screens (PubChem)
